# LMPTP block: blocks human LMPTP phosphatase; P24666; recombinant LMPTP-A, OMFP fluorogenic substrate, fluorescence intensity; inhibition, % at 20 µM; AID 651560; 360,000 compounds, 0.22% hits;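 active means compounds that cut the enzyme signal by at least half of the control window in the single-dose screen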;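 further: plate controls were DMSO wells with enzyme plus substrate for no effect and substrate without enzyme for full effect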
#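 Assay system: LMPTP-A enzyme. Input: 0.625 nM LMPTP-A final. Probe or stimulus: 400 µM OMFP. Compound dosing: single 20 µM dose. Schedule: 50 min dark incubation at room temperature. Detection: fluorescence intensity of OMFP turnover product. Read-out: percent inhibition versus substrate-only and uninhibited controls. Benchmarks: no-enzyme low control, uninhibited high control.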
# MT1-MMP act inh: inhibitors of human MT1-MMP activation; P50281; HT1080 RFP-PRO-GFP cells, GFP/RFP ratio fluorescence, overnight; percent of plate control window, DMSO zero; GFP/RFP ratio change, % at 20 µM; 360,000 compounds, 0.061% hits;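 active means GFP/RFP ratio change of at least 30% with cell ATP level not reduced by more than half and red fluorescence within 50% of control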; further: strong numbers were not always called active
#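 Assay system: HT1080 RFP-PRO-GFP cells. Benchmarks: DMSO vehicle wells and RFP-L50D-GFP reporter cell wells. Times: overnight cell settling, then overnight compound exposure, 37 °C, 5% CO2. Compound: 20 µM single dose, 1% DMSO. Read-out basis: GFP/RFP fluorescence ratio.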
# Rpn11 inh: inhibitors of human proteasome Rpn11; calls only at 20 µM; O00487; human 26S proteasome, Ub4-pepOG fluorescence polarization; 20S core pre-blocked with epoxomicin; AID 588493; 360,000 compounds, 0.59% hits;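 active means inhibition at 20 µM, scaled to each plate's controls, above about 33%, limit read from the data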
# Target sequence (O00487 whole entry, looked up): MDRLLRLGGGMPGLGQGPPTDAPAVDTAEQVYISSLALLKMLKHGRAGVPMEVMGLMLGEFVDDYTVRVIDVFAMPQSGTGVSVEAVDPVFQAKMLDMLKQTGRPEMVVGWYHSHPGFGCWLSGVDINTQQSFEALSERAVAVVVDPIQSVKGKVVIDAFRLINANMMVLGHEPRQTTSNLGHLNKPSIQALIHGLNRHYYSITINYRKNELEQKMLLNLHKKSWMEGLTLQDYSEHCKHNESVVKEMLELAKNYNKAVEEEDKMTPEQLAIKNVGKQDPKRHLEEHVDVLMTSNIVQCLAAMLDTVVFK
# SKN-1 block: C. elegans SKN-1 inhibition | AID 624304 | C. elegans VP596 Pgst-4::GFP/RFP ratio, acrylamide-induced, 24 h | inhibition, % at 21.8 µM | 360,000 compounds, 0.49% hits;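 active means interference check ratio from 0.5 to 1.5 plus GFP to RFP signal ratio inhibition reaching or exceeding a fixed threshold, cut at about 30% in these data, passing the limit was not always enough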; further: some compounds called inactive have numbers as strong as hits
# STEP inh: blocks human striatal-enriched tyrosine phosphatase | recombinant STEP, OMFP fluorogenic substrate, fluorescence | P54829 | 360,000 compounds, 0.25% hits | inhibition, % at 20 µM;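 active means inhibition at 20 µM, scaled per plate between control wells, above about 37%, limit read from the data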;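 further: 0% = DMSO with enzyme and substrate and 100% = substrate only without enzyme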
# Target sequence (P54829 whole entry, looked up): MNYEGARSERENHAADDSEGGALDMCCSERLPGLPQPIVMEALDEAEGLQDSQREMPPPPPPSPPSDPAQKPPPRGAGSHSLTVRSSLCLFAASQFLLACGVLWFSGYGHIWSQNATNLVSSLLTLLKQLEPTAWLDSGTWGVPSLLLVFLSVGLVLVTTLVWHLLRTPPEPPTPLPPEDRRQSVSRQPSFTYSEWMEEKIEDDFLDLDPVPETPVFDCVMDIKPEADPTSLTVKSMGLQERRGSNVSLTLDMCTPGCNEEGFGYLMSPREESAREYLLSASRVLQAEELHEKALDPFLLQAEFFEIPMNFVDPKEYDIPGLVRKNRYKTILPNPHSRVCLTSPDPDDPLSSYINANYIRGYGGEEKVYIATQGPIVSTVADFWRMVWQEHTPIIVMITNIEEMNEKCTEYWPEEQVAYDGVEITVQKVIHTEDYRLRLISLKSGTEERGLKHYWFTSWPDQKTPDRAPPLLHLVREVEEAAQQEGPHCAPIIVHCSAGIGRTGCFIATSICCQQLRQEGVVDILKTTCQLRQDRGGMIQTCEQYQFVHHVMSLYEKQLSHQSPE
#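 System: STEP phosphatase, cell-free reaction; Buffer or medium: Bis-Tris pH 6.0 buffer with DTT, detergent; Incubation: 20 min at room temperature, dark; Measured by: fluorescence, 480/540 nm.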
# SUMO1-SIM PPI: SUMO1-SIM interaction modulation; 360,000 compounds, 0.33% hits; SUMO1 binding to a labelled peptide, TR-FRET, 1 h; inhibition, % at 20 µM; P63165; AID 602429; in the data active means inhibition above about 37%
# Target sequence (P63165 whole entry, looked up): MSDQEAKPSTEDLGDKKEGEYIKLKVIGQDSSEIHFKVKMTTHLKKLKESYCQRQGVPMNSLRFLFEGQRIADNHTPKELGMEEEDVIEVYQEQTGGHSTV
# DNMT1 block: blocks human DNA methyltransferase DNMT1. P26358. DNMT1 molecular beacon, Hinp1I cleavage, fluorescence. inhibition (reported as % activation of signal), % at 10 µM. 360,000 compounds, 0.83% hits; in the data active means inhibition above about 50%
# Scp1 inh: inhibitors of human Scp-1 phosphatase; inhibition, % at 20 µM; AID 493091; Q9GZU7; 340,000 compounds, 0.88% hits; Recombinant Scp1, phosphopeptide, malachite green phosphate absorbance;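 active means inhibition above about 50% at 20 µM, limit read from the data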;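 further: plate controls were DMSO wells with enzyme for no effect and wells lacking enzyme for full effect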
#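 Assay system: SCP-1 catalytic fragment, aa 76-261 | Buffer or medium: Tris acetate buffer pH 5.5 with MgCl2 and Tween-20 | Compound: One concentration, 20 µM, with 1.0% DMSO | Also added: Phospho 17-mer peptide substrate | Signal: Absorbance at 630 nm | Incubation: 45 min enzyme reaction at room temperature | Measure: % inhibition of SCP-1 phosphate liberation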
# CendR NRP1 mod: alters CendR peptide binding to human NRP-1 | FAM-RPARPAR peptide binding to NRP-1, fluorescence polarization | inhibition, % at 25 µM | 360,000 compounds, 0.85% hits;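 active means inhibition or corrected inhibition above about 18%, plus a signal ratio from 0.5 to 1.5, limit read from the data, passing the limit was not always enough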; further: strong numbers were not always called active
# NadD block: blocks S. aureus nicotinate mononucleotide adenylyltransferase; purified NadD enzyme, colorimetric absorbance read-out; inhibition, % at 20 µM; 360,000 compounds, 0.78% hits; AID 602399; in the data active means inhibition above about 26%; further: some compounds past the cut are filed as inactive
# * hit, by the source's call; i = inactive; x = not tested or not shown.
SMILES,LMPTP block,MT1-MMP act inh,Rpn11 inh,SKN-1 block,STEP inh,SUMO1-SIM PPI,DNMT1 block,Scp1 inh,CendR NRP1 mod,NadD block
Cc1ccccc1CC(=O)N1CCN(S(=O)(=O)c2cccs2)CC1,-1.0,-5,i,3,-1,2,-2,10,4,-1
CCOC(=O)C1CCCN(C(=O)c2sc3nc(-c4ccc(OC)cc4)cn3c2C)C1 (configuration not stated),1.6,3,i,13,-2,6,-6,-5,-8,8
COc1ccc(OC)c(CNc2ncc(-c3ccc(F)cc3)n2C)c1,-3.1,2,i,0,1,3,0,-5,-5,5
CCCNC(=O)c1ccccc1NS(=O)(=O)c1ccc(OC)c(OC)c1,-1.2,0,i,-13,2,-1,4,2,-3,-5
CCc1nc2ccc(C(=O)Nc3ccc4c(c3)OCC(=O)N4)cn2c1N(CC)Cc1cccc(Br)c1,1.1,-8,i,14,-1,1,-24,x,-2,19
Nc1ccc(Oc2ncccn2)c(Cl)c1,1.6,2,i,-26,-5,-14,0,5,2,-2
COC(=O)c1cccc(NC(=O)NC(=O)c2ccccc2Cl)c1,0.2,1,i,-14,-1,-2,2,-17,-10,-1
CC(C)OC(=O)Cn1cnc2ccc(Br)cc2c1=O,-0.4,1,i,3,-3,2,1,25,1,-2
CCc1nnc2c(NCCc3ccc(OC)c(OC)c3)nc3ccccc3n12,-0.8,13,i,23,0,4,-1,-9,8,1
Cc1ccc(S(=O)(=O)N2CCC(C(=O)NCCCOC(C)C)CC2)cc1,-0.1,1,i,-6,2,-2,2,-5,7,-7
Oc1c(Br)cc(Br)cc1C=Nc1cccc2ncccc12,10,-1,i,31,3,0,-4,-8,-26,6
COc1ccc(-c2csc(N3CCN(Cc4ccc5c(c4)OCO5)CC3)n2)cc1,3.0,-12,i,8,-2,-7,0,3,9,1
O=C(c1cccs1)N1CCN(C(=O)C(c2ccccc2)c2ccccc2)CC1,-0.7,0,i,-1,-2,0,6,-11,-3,5
CCC1(C)Cc2c(C#N)c(N)n(-c3ccccc3)c(=S)c2CO1 (configuration not stated),-0.3,-2,i,4,8,-12,-4,-4,-6,0
CN(CC(=O)NCCc1ccc(F)cc1)Cc1ccccc1,-0.8,-3,i,6,0,3,2,-7,7,0
CC(=O)Oc1ccc(-c2ccc(C(=O)Nc3cccc(S(=O)(=O)N4CCOCC4)c3)cc2)cc1,2.3,8,i,3,2,13,-4,-4,1,-10
CCC(=O)NC(Nc1cc(C)cc(C)n1)(C(F)(F)F)C(F)(F)F,-1.4,-3,i,-10,-2,2,1,3,-10,-1
CCOC(=O)CSc1nnc(-c2ccc([N+](=O)[O-])cc2)o1,1.4,-3,i,-1,0,-31,-3,-3,-10,-7
Cc1nc2cc(C(F)(F)F)ccc2n1CCNc1nc(-c2ccc(F)cc2)cs1,-0.5,0,i,10,-2,0,-16,0,2,-1
CC(C)C(c1nnnn1C1CCCC1)N1CCN(c2ccccc2F)CC1 (configuration not stated),-1.1,-9,i,4,-3,-1,-4,3,2,-3
O=C1NC[C@H](CCCCN2C[C@H](Cc3ccccc3)N(CCc3ccc(O)cc3)C(=O)C2=O)N(CCc2ccccc2)C1=O,-1.3,0,x,1,x,-1,x,x,-6,20
c1ccc(COC2CCCN(Cc3nc(-c4cccs4)no3)C2)nc1 (configuration not stated),-1.7,-1,i,-6,0,1,-2,-3,6,-3
O=C(NC(Cc1ccccc1)C(=O)O)/C(=C/c1ccco1)NC(=O)c1cccc([N+](=O)[O-])c1 (configuration not stated),-0.1,-1,i,-9,-1,-14,1,-7,-6,4
NC(=O)C1CCN(c2nc(-c3ccc(F)cc3)cs2)CC1,-0.2,1,i,11,-4,4,-1,-8,11,2
CCC(CC)c1nnc(NC(=O)c2cccc(S(=O)(=O)N3CCOCC3)c2)s1,0.1,-2,i,-2,-3,3,-1,-21,26*,-1
Cc1ccc(-c2nc(SCC(=O)N(C)c3c(N)n(Cc4ccccc4)c(=O)[nH]c3=O)n[nH]2)cc1,-2.4,-2,i,5,-1,0,1,-12,6,-3
Cc1ccc(S(=O)(=O)N2CCOCC2)cc1C(=O)NC(C)CCc1ccccc1 (configuration not stated),0.0,-2,i,1,0,7,4,-6,8,3
COC(=O)C(Cc1ccccc1)NC(=O)c1cccc(S(=O)(=O)N(C)C)c1 (configuration not stated),-0.7,0,i,9,-1,-1,1,-1,5,-8
Cc1nn2cc(-c3ccc(N)cc3)nc2s1,2.4,8,i,16,0,0,-18,0,-16,12
O=C(Nc1sc(-c2ccccc2)cc1C(=O)O)c1ccccc1,-0.2,1,i,4,-1,-19,-4,-1,-14,1
CCO[C@@H]1OC(C(N)=O)=C[C@H](C2CC2)[C@H]1CCCO,-0.1,0,i,8,3,-3,2,-8,5,3
COc1ccccc1N1CCN(C(=O)c2ccc3[nH]c4c(c3c2)CCCC4)CC1,0.1,-1,i,8,2,-3,-2,8,0,5
OC(COc1ccccc1)CN1CCN(c2cccc(Cl)c2)CC1 (configuration not stated),-2.1,4,i,-8,-1,50*,-4,-5,-8,-8
COc1ccc(/C=C2\SC(=S)N(CCC(=O)NCCCn3ccnc3)C2=O)cc1,7.1,1,i,-19,-2,-33,1,-4,10,9
CCOc1ccc2nnnn2n1,-1.6,-2,i,-4,-2,0,0,-5,3,3
COc1cccc(C(=O)OCc2ccccc2C#N)c1O,1.0,2,i,-2,1,-3,2,-2,8,-2
Cc1ccc(CNC(=O)C2CN(S(C)(=O)=O)c3cc(Cl)ccc3O2)cc1 (configuration not stated),1.6,-2,i,3,-1,2,-1,4,3,-7
CCc1nnc(NC(=O)c2ccc(Br)c(S(=O)(=O)N3CCOCC3)c2)s1,-0.8,-5,i,-2,-2,6,2,2,2,-4
COc1ccc(C(c2c(C)[nH]n(C(N)=S)c2=O)C(C#N)C#N)cc1 (configuration not stated),-0.5,4,i,-21,0,-2,-1,-10,6,5
CCCCn1nnnc1C(CCc1ccccc1)N1CCN(C/C=C/c2ccccc2)CC1 (configuration not stated),0.0,5,i,-20,2,-2,-2,x,-5,2
Cc1ccc(NC(=O)CSc2nc3c(c(=O)[nH]2)CCC3)c(C)c1,-0.4,7,i,-17,-2,2,-1,-3,6,0
COc1ccccc1OCC(=O)N1CCCCCC1,-2.0,3,i,-11,-2,-4,0,x,1,-3
CC(=O)c1ccc(Nc2cc(C)nc3ccccc23)cc1,46,-7,i,8,4,-12,-5,-13,-6,-8
CCc1nc2ccc(C(=O)NCc3ccc4c(c3)OCO4)cn2c1N(C)Cc1ccc(OC)cc1,3.7,-2,i,14,3,-1,-1,x,-2,-3
Cc1nonc1CC(=O)N1CCCC(C(=O)c2cccc(C(F)(F)F)c2)C1 (configuration not stated),-0.4,2,i,-12,-4,-3,6,-2,3,3

# Entries listed so far that contain two or more sulfur atoms (four):
SMILES,LMPTP block,MT1-MMP act inh,Rpn11 inh,SKN-1 block,STEP inh,SUMO1-SIM PPI,DNMT1 block,Scp1 inh,CendR NRP1 mod,NadD block
Cc1ccccc1CC(=O)N1CCN(S(=O)(=O)c2cccs2)CC1,-1.0,-5,i,3,-1,2,-2,10,4,-1
CCC(CC)c1nnc(NC(=O)c2cccc(S(=O)(=O)N3CCOCC3)c2)s1,0.1,-2,i,-2,-3,3,-1,-21,26*,-1
COc1ccc(/C=C2\SC(=S)N(CCC(=O)NCCCn3ccnc3)C2=O)cc1,7.1,1,i,-19,-2,-33,1,-4,10,9
CCc1nnc(NC(=O)c2ccc(Br)c(S(=O)(=O)N3CCOCC3)c2)s1,-0.8,-5,i,-2,-2,6,2,2,2,-4

# (more compounds)
SMILES,LMPTP block,MT1-MMP act inh,Rpn11 inh,SKN-1 block,STEP inh,SUMO1-SIM PPI,DNMT1 block,Scp1 inh,CendR NRP1 mod,NadD block
COc1cc2cc(CN(CCc3ccccc3C)C(=S)NCCCN(C)C)c(=O)[nH]c2cc1OC,-1.1,-6,i,7,4,2,5,-1,-2,-2
CN(C(=O)c1cccc(C#N)c1)c1nnc(-c2ccccn2)s1,0.2,3,i,6,-2,4,9,-5,-12,-5
Cc1cccc2c(C(=O)N3CCCCC3)cc(-c3ccccc3)nc12,0.7,-4,i,17,-5,1,-1,0,12,0
CC(N)c1csc(NC(=O)Nc2cccc(C(F)(F)F)c2)n1 (configuration not stated),1.0,-6,i,-3,-1,-5,0,x,-16,-6
Cc1ccc(Cl)cc1N1CCN(CC(O)COCc2ccco2)CC1 (configuration not stated),-1.7,0,i,-9,1,-3,-3,-8,-7,-1
C=CCOc1c(Br)cc(CNc2nccs2)cc1OC,0.8,-7,i,17,0,-1,-4,17,-9,1
COc1ccc(/C=N/N(C)C2=NCCN2)c(OC)c1OC,0.0,2,i,14,-2,-4,1,-4,1,-8
CCN(CC(=O)Nc1c(F)cccc1F)C(=O)c1nn(C)c(=O)c2ccccc12,-3.0,-3,i,8,0,10,2,-11,0,-3
CCOC(=O)CN1N=C(/C=C/c2ccc(OC)cc2)CCC1=O,-0.6,4,i,7,-1,-14,0,-2,-1,-4
COc1ccc(NC(=S)NCC2CCCO2)c(OC)c1 (configuration not stated),-0.4,-5,i,8,-4,-1,1,-5,-1,11
O=c1c2c3c(sc2ncn1/N=C/c1ccco1)CCCC3,-0.8,0,i,3,1,-4,4,0,-16,-2
COc1cccc(C(C(=O)NC2CCCC2)N(Cc2ccccc2OC)C(=O)c2ccco2)c1 (configuration not stated),-2.1,-2,i,21,0,-2,0,-5,12,7
O=C(CCC(=O)Nc1ccccc1Cl)NNC(=O)Nc1cccc([N+](=O)[O-])c1,0.0,-1,i,-16,-1,-28,2,0,8,-3
Cc1c([N+](=O)[O-])c(C(=O)Sc2ccc(Br)cc2)nn1C,-0.3,10,i,16,2,-1,-2,-21,-139,-1
C=CCNC(=O)N[C@@H](Cc1ccccc1)C(=O)OC,-1.7,0,i,3,1,1,0,-1,-6,-1
C[C@@H]1C[C@H](Nc2ccccc2)c2ccccc2N1C(=O)c1cccnc1,-2.7,x,i,-6,3,-4,0,4,-1,-1
CCN(CC)S(=O)(=O)c1ccc(OC)c(NC(=O)COc2ccccc2[N+](=O)[O-])c1,0.5,-2,i,-2,0,0,16,9,-4,3
O=C1CN(C(=O)COc2ncnc3ccccc23)c2ccccc2N1,0.2,1,i,7,-5,5,4,-6,-7,0
O=C(NCc1ccc(F)cc1)C1CCCN(S(=O)(=O)c2cccnc2)C1 (configuration not stated),-1.6,-1,i,-15,0,1,6,1,2,-3

# Bioassay records as filed in PubChem BioAssay.

# Outcome played no part in choosing rows; about 3.9% have a hit in one of these screens.
